TSHR antag – human thyrotropin receptor antagonism; TSHR-expressing cells, TSH-stimulated cAMP HTRF, 2 h; hits give low values; actives 0.2% (n = 330,000); activity change, negative = inhibition, % at 11.5 µM; P16473; AID 504810;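 active = activity change below a set negative limit, meaning inhibition stronger than a set level, cut at about -70% in these data; inconclusive = activity change between two set negative limits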; also: % is scaled to controls: 0 for no effect and ±100 for the full control effect
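Freshly harvested TSHR cells receive pin-tooled compound, then EC80 TSH at 4nM final. After 2 hours at 37 deg C, antibody in lysis buffer and cAMP-d2 are added; 30 minutes at ambient temperature precede the HTRF read.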
ASM inhibitor – human S-ASM enzyme inhibition | P17405 | placental ASM, HMU-PC fluorogenic substrate, 60 min | Potency, µM (top dose mostly 57.5 µM), for inactives: at the highest dose activity change, negative = inhibition, actives largely listed as inhibitors | actives 0.006% (n = 340,000); also: potency is read from the fitted curve at half-maximal effect
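HMU-PC0 cleavage (9 uM final) by human placental ASM, 60 min at 37 °C following 10 min compound exposure at RT; stopped at pH 10, fluorescence Ex 386/Em 447 nm.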
BCR signal inh – inhibitors of chronic active B-cell receptor signaling; ABC-DLBCL IkBa-CBG/CBR reporter, luminescence ratio, 4 h; Potency, µM (titrated, usually from 46.1 µM), without a hit: top-dose ratio change, negative = lower green/red ratio, usual class: inhibitors; actives 0.05% (n = 340,000); active = well fitted inhibition curve with a large enough effect in the signal ratio, with a control signal flat, not every such curve was filed as active; inconclusive = small, poorly fitted or top-dose-only effect, or effect the other way, or a change in a side signal; the % refers to the signal ratio;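 also: potency is read from the fitted curve at half-maximal effect; plate controls were basal doxycycline-induced cells for no effect and cells given 10 µM MG132 for full effect; MG132 reads +100%, hits lower the ratio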
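Cell line TMD8 (human ABC DLBCL), stably expressing tet-inducible CBG68-IkBa fusion and CBR; IMDM/0.5% FBS; cpd up to 46 uM; dox induction, 4 h, 37C/5% CO2; dual luminescence; green/red ratio; MG132 control.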
Eya2 inh – Eya2 (human) phosphatase inhibition | O00167 | recombinant Eya2, OMFP fluorescence dephosphorylation (OMFP is methylfluorescein phosphate) | Potency, µM (highest dose often 76.9 µM), for the others: top-dose activity, negative = inhibition, most hits filed as inhibitors | actives 0.006% (n = 330,000); also: potency is read from the fitted curve at half-maximal effect; % is scaled to controls: 0 for no effect and ±100 for the full control effect
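Eya2 protein (added as 0.2 uM solution) was preincubated with compound for 10 min at ambient temperature in 50 mM HEPES pH 7.5, 50 mM NaCl, 5 uM MgCl2, 0.05% BSA, 1 mM DTT. OMFP (added at 50 uM) then reacted 10 min; fluorescence read at 485/525 nm.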
USP2a block – blocks human ubiquitin-specific protease USP2a. O75604. USP2 core, Ub-CHOP2 coupled fluorogenic reporter, 485/531. Potency, µM (top dose mostly 38.3 µM), for inactives: at the top dose activity change, negative = inhibition, most hits filed as inhibitors. actives 0.01% (n = 330,000). AID 463254;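 also: potency is read from the fitted curve at half-maximal effect; plate controls were DMSO wells for no effect and full inhibition by NEM control for full effect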
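USP2 core (10nM final) preincubated 30min RT with compound in 20mM Tris-HCl pH 8.0, 2mM CaCl2, 2mM beta-mercaptoethanol, 0.05% CHAPS; 25nM Ub-CHOP2 plus 25nM reporter substrate added, fluorescence (Ex485/Em531) read after 60min.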
PKM2 act – activators of human pyruvate kinase M2 | P14618 | purified PKM2, Kinase-Glo ATP luminescence, activation; response scale: 0% is enzyme alone, no compound | Potency, µM (highest dose often 57.5 µM), for the others: top-dose activation, hits mostly activators | actives 0.34% (n = 260,000); also: potency is read from the fitted curve at half-maximal effect; % is scaled to controls: 0 for no effect and ±100 for the full control effect; nearly all actives have a fitted effect of over 55% in size
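Purified hPK-M2 (>95%) run at intermediate activity with 0.1 mM ADP and 0.5 mM PEP in 50 mM imidazole pH 7.2, KCl, MgCl2; 1 h room temperature. ATP formed read by Kinase-Glo luminescence; normalized to uninhibited and no-enzyme controls.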
GALK inhibitor – blocks human galactokinase activity; P51570; Purified GALK, Kinase-Glo residual ATP luminescence; Potency, µM (series often up to 57.5 µM), without a hit: top-dose activity change, negative = inhibition, actives largely listed as inhibitors; actives 0.007% (n = 270,000); AID 1868; also: potency is read from the fitted curve at half-maximal effect; % is scaled to controls: 0 for no effect and ±100 for the full control effect
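Luminescence from leftover ATP (Ultra-Glo luciferase/luciferin) served as read-out after a 1 h room-temperature reaction of 5 nM GALK with 35 uM ATP and 100 uM galactose.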
Mito fusion act – mitochondrial division inhibition or fusion activation; S. cerevisiae fusion-defective mutant growth rescue, CellTiterGlo 48 h; Potency, µM (doses to about 46.1 µM), without a hit: at the top dose growth rescue (activation), most hits filed as activators; actives 0.23% (n = 320,000); AID 485298;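 also: potency is read from the fitted curve at half-maximal effect; % of control where 0% means no effect; nearly all actives have a fitted effect of over 45% in size; temperature-sensitive fusion mutants such as fzo1-1 at 37 °C on non-fermentable ethanol glycerol medium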
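Luminescent cell viability in 1536-well qHTS format served as the measure of rescued growth in ts fusion-mutant S. cerevisiae cultured on non-fermentable YPEG for 48 hours at 37C.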
MBNL1-CUG inh – blocks human MBNL1 binding to CUG repeat RNA; TR-FRET MBNL1-His/biotin-(CUG)12 binding, 665/545 ratio; actives 0.036% (n = 280,000); Q9NR56; Potency, µM (series often up to 57.5 µM), for inactives: top-dose activity change, negative = inhibition, actives largely listed as inhibitors; active = well fitted inhibition curve with a large enough effect in the signal ratio, with a control signal flat, not every such curve was filed as active; inconclusive = small, poorly fitted or top-dose-only effect, or effect the other way, or a change in a side signal; inactive = no such curve, though single readings can be large or run the other way; the % refers to the signal ratio; also: potency is read from the fitted curve at half-maximal effect; % is scaled to controls: 0 for no effect and ±100 for the full control effect
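Inhibition of protein-RNA binding appears as loss of TR-FRET between terbium anti-His antibody on MBNL1-His and streptavidin-XL665 on biotin-(CUG)12. Activity is normalized to buffer-only and uninhibited-complex controls.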
Menin-MLL TR inh – displaces Texas Red mutant MLL peptide from human menin. O00255. Menin + Texas Red MLL mutant peptide, fluorescence polarization. Potency, µM (top dose mostly 61.6 µM), inactives show at the highest dose FP activity change, negative = inhibition, hits mostly inhibitors. actives 0.23% (n = 270,000); active = well fitted inhibition curve with a large enough effect in the polarisation, with a control signal flat, not every such curve was filed as active; inconclusive = small, poorly fitted or top-dose-only effect, or effect the other way, or a change in a side signal; inactive = no such curve, though single readings can be large or run the other way; the % refers to the polarisation; also: potency is read from the fitted curve at half-maximal effect; % of control where 0% means no effect; many of its hits are not listed in these tables
KCNH2 WT inh – blocks the wildtype human KCNH2 potassium channel; Q12809; U2OS, BacMam KCNH2, thallium flux FluxOr; hits give low values; activity change, % at 1.84 µM; actives 0.37% (n = 340,000); AID 720551;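 active = maximum activity change below -70%; inconclusive = maximum activity change between -70% and -50%; inactive = maximum activity change above -50%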; also: % is scaled to controls: 0 for no effect and ±100 for the full control effect
Target sequence (Q12809 whole entry, looked up): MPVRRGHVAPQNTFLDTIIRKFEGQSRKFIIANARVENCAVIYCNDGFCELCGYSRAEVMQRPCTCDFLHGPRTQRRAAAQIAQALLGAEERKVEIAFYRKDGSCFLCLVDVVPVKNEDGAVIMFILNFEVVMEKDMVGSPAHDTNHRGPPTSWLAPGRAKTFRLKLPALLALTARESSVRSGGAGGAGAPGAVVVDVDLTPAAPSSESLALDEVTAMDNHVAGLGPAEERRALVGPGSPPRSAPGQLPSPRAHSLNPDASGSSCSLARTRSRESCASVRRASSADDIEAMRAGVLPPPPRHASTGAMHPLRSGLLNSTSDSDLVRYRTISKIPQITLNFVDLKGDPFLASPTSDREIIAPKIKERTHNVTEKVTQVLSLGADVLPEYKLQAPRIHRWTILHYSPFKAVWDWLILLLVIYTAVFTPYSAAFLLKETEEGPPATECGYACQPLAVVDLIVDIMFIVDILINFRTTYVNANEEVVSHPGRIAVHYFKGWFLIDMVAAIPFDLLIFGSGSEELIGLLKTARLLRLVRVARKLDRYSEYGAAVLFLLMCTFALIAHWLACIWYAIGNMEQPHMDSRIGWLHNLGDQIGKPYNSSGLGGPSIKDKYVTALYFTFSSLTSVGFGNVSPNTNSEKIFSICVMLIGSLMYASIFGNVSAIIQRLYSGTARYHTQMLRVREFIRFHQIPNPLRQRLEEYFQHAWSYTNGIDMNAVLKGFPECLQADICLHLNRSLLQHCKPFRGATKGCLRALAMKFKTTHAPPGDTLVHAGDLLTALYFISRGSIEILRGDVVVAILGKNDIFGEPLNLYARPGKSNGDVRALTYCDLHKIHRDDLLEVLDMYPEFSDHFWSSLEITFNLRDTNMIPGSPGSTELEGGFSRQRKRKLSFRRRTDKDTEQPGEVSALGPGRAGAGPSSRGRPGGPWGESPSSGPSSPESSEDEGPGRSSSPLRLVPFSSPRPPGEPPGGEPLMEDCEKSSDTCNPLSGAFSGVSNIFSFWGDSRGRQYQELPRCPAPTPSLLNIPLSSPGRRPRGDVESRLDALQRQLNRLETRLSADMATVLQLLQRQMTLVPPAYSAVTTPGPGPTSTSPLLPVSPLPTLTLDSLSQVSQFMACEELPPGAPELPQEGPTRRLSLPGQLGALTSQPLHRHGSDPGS
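U2OS cells were transduced with wild-type KCNH2 virus (2.03 x 10^8 / mL) for 4 h at room temperature, then cultured overnight at 37 C. Thallium flux was read with FluxOr dye. Rate constants were normalized to DMSO controls.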
An asterisk follows results filed as active; ? = inconclusive; . = not tested or not shown; [ ] = remark or other dose. Unless noted, calls follow the shape of the dose curve; as a rule, active = well fitted curve in the direction sought with a large enough effect; inconclusive = small, poorly fitted or top-dose-only effect, or another doubt; inactive = no such curve, though single readings can be large; an effect the other way counts as inactive or inconclusive. Not all compounds are listed; the hit share may differ from the screen's.

SMILES	TSHR antag	ASM inhibitor	BCR signal inh	Eya2 inh	USP2a block	PKM2 act	GALK inhibitor	Mito fusion act	MBNL1-CUG inh	Menin-MLL TR inh	KCNH2 WT inh
O=C(O)c1ccc(CNC(=O)c2ccc3c(c2)C(=O)N(Cc2cccnc2)C3=O)cc1	-46	7%	11%	4%	3%	.	-8%	0%	?	.	18
CC(C)(C)OC(=O)C[C@@H]1C/C=C\C[C@@H](CC(=O)N[C@H](CO)Cc2ccccc2)C(=O)N2CCC[C@@H]2COC1=O	0	2%	?	-20%	7%	.	.	.	.	.	-6
Cc1ccc(Nc2c3c(nc4ncnn24)CCC3)cc1	-5	2%	-23%	-5%	-1%	5%	0%	-3%	7%	-10%	-2
COc1ccc(CN(C)S(=O)(=O)c2c(C)noc2C)cc1OC	4	2%	?	9%	-1%	.	.	3%	.	.	30
COc1n[nH]c2nncnc12	5	1%	2%	2%	0%	-7%	-1%	-2%	?	6%	-4
CCCC(C(=O)NC(C)(C)C)N(CCN1CCOCC1)C(=O)CNS(=O)(=O)c1ccccc1 (configuration not stated)	0	1%	-7%	1%	0%	3%	2%	1%	0%	-5%	-7
O=C(c1ccc(S(=O)(=O)c2ccccc2Cl)c([N+](=O)[O-])c1)N1CCN(Cc2ccccc2)CC1	3	-3%	?	-17%	1%	11µM*	-1%	24%	.	0%	0
Cc1cc(C)c(C#N)c(Sc2ccc(N)cc2)n1	3	2%	-8%	1%	3%	3%	-1%	?	-11%	1%	-11
CN(c1ccccc1C(=O)Nc1cccc(Br)c1)S(=O)(=O)c1ccccc1	-14	-3%	-1%	-5%	1%	0%	3%	-1%	12%	57%[activator]	-17
O=C(NCc1ccc(Cl)cc1)c1nccnc1CO	10	0%	2%	?	0%	.	.	14%	0%	-1%	-1
COc1ccc(S(=O)(=O)Nc2nc(C(F)(F)F)cs2)cc1	10	7%	0%	36%	7%	4%	5%	-2%	6%	?	-9
COC(=O)CSc1nc2cc(C)cc(C)c2cc1C#N	2	0%	8%	10%	0%	0%	-3%	0%	22%	-3%	6
Nc1ncnc2c1ncn2[C@@H]1O[C@H](CNCc2ccc(-n3cccn3)cc2)[C@@H](O)[C@H]1O	7	-3%	-7%	12%	1%	.	.	.	.	.	3
CCCC(=O)c1c(C)c2ccccc2n1C	1	-3%	?	9%	3%	2%	-1%	-1%	4%	8%	0
CN1CCN(C(=O)c2cc(-c3ccccc3)on2)CC1	11	4%	?	-14%	-1%	4%	0%	-2%	4%	-14%	0
OCC[C@H]1C[C@@H](O)[C@H](O)[C@@]2(OCc3ccccc32)O1	2	-6%	-5%	5%	-1%	.	.	-2%	.	.	-2
c1ccc2c(-c3nnc4n3CCCCC4)cc(-c3ccncc3)nc2c1	12	5%	-6%	2%	1%	-3%	1%	-2%	33%[activator]	-2%	6
CC(C)C(NS(=O)(=O)c1ccc2c(c1)oc(=O)n2C)C(=O)N1CCN(Cc2ccccc2)CC1 (configuration not stated)	-7	6%	1%	-11%	0%	21%	1%	5%	-6%	0%[11.7 µM]	-9
CCCCc1ccc(NC(=O)c2ccc(N(C)S(C)(=O)=O)cc2)cc1	-17	0%	-23%	-3%	-1%	-11%	0%	-2%	-10%	.	2
COc1ccc(CCNC(=O)c2ccc(CN3CCC(Cc4ccccc4)CC3)cc2)cc1OC	26	-2%	-9%	-2%	3%	0%	-1%	-1%	?	-5%	-23
CC(C)NS(=O)(=O)c1ccc(NC(=O)Cc2cccs2)cc1	39	2%	-5%	2%	3%	0%	-2%	-3%	.	12%	3
CCOc1cc(/C=C(/C#N)c2ccc(Cl)cc2)cc(Cl)c1OCC(=O)O	-12	43%[activator]	0%	5%	2%	0%	-4%	-2%	17%	?	-3
Cn1c(=O)c2c(nc(CN3CCN(C(c4ccccc4)c4ccccc4)CC3)n2CCCO)n(C)c1=O	-5	-2%	?	-9%	0%	.	.	-1%	-8%	-22%	6
NC(=O)Nc1n[nH]c(-c2ccccc2)n1	-4	5%	4%	?	-1%	-3%	9%	-5%	1%	-12%	3
N#C/C(=C/c1ccc(N2CCOCC2)o1)C(=O)NC1CCCCC1	0	-26%	?	12%	?	4%	5%	5%	?	3%	-31
CCN(CC)CCN(CC(=O)N(C1CCCCC1)C1CCCCC1)C(=O)c1cccnc1	-2	3%	2%	-7%	1%	-4%	14%	4%	-7%	-14%	6
CSCC[C@H](NC(=O)c1cccs1)c1nnc2ccccn12	19	-1%	0%	5%	1%	.	-5%	6%	-5%	.	8
Cc1ccc(-c2ccc(/C=C3/NC(=O)NC3=O)o2)cc1[N+](=O)[O-]	-8	-15%	9%	-5%	2%	25%	0%	1%	20%	-3%	-12
O=C(Nc1cccc(Cl)c1)Nc1cccc(C(=O)O)c1	-1	1%	?	-7%	1%	2%	-1%	-1%	-5%	.	-7
CN(/N=C/Cc1nnnn1-c1ccc(Cl)cc1)c1ccccc1	-4	-6%	?	-1%	0%	4%	-2%	0%	.	.	-4

Some entries already given, reduced to PKM2 act, TSHR antag and ASM inhibitor:
Compound	PKM2 act	TSHR antag	ASM inhibitor
OCC[C@H]1C[C@@H](O)[C@H](O)[C@@]2(OCc3ccccc32)O1	.	2	-6%
c1ccc2c(-c3nnc4n3CCCCC4)cc(-c3ccncc3)nc2c1	-3%	12	5%
CC(C)C(NS(=O)(=O)c1ccc2c(c1)oc(=O)n2C)C(=O)N1CCN(Cc2ccccc2)CC1 (configuration not stated)	21%	-7	6%
CCCCc1ccc(NC(=O)c2ccc(N(C)S(C)(=O)=O)cc2)cc1	-11%	-17	0%

The list continues.
SMILES	TSHR antag	ASM inhibitor	BCR signal inh	Eya2 inh	USP2a block	PKM2 act	GALK inhibitor	Mito fusion act	MBNL1-CUG inh	Menin-MLL TR inh	KCNH2 WT inh
COc1c(C(=O)Nc2ccc(CN3CCOCC3)cc2)cc2ccccc2c1Br	-4	-8%	2%	9%	-1%	2%	-5%	6%	16%	.	38
COc1ccc(C(=O)n2nc(-c3ccc(Cl)cc3)nc2N)cc1OC	4	-1%	1%	8%	-1%	3%	-2%	-10%	10%	3%	-12
O=c1cc(CSCc2ccc(Cl)cc2)[nH]c(=O)[nH]1	25	-1%	-9%	5%	0%	6%	-2%	10%	.	.	-5
CCOC(=O)[C@@H]1CCNC[C@@H]1c1ccccc1	-6	2%	0%	4%	0%	-33%	-2%	-4%	3%	-16%	8
Cc1ccc(S(=O)(=O)N2CCC[C@H]2C(=O)OC(C)C(=O)Nc2ncc(Cl)cc2Cl)cc1 (some centres not stated)	4	0%	5%	2%	0%	1%	2%	-2%	0%	-24%	29
C#CCOc1ccc(Br)cc1/C=N/O	18	1%	?	2%	-2%	0%	0%	6%	-1%	-2%	2
COc1cccc(OC)c1C(=O)Nc1cc(C)nn1-c1nc2ccccc2[nH]1	12	-13%	2%	10%	3%	2%	0%	23%	17%	-17%	6
COc1cccc(N2CC(O)=C(c3nc4ccccc4s3)C2=N)c1	6	-1%	?	4%	1%	-12%	5%	-6%	9%	16%	-8
Cc1cccc(C2CC(c3ccc(Br)cc3)Nc3nc(N)nn32)c1 (configuration not stated)	4	-3%	-21%	2%	-6%	-5%	2%	2%	10%	-12%	3
